# Compound activity deposited in PubChem by several laboratories.
# NPY2 pot ag: potentiates or activates human NPY-Y2 receptor. P49146. activation, % at 3.6 µM. 220,000 tested, 0.45% active. AID 1359. cells expressing NPY-Y2, potentiator/agonist read-out; in the data active means activation above about 27%;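 further: cells stimulated with NPY near EC25 plus isoproterenol at EC100; 0% = vehicle plus submaximal agonist and 100% = vehicle plus saturating agonist; some results beyond the cut were filed as inactive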
# S1P4 antagonist: human S1P4 receptor antagonism; 220,000 tested, 0.26% active; inhibition, % at 4.98 µM; S1P4-expressing cells, antagonist mode, reporter read-out; O95977; in the data active means inhibition above about 29%;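 further: 0% = wells stimulated with agonist and 100% = vehicle wells without agonist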
# Target sequence (O95977 whole entry, looked up): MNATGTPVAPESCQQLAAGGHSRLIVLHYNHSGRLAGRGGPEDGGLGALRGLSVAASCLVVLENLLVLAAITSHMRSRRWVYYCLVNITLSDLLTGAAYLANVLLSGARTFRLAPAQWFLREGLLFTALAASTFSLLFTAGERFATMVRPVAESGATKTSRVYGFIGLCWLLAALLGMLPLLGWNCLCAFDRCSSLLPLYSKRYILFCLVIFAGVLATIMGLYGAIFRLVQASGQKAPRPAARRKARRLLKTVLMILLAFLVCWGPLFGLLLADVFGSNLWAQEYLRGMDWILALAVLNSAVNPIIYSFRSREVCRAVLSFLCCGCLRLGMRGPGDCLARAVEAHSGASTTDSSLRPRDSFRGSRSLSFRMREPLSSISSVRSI
# MDM2 E3 inh: inhibitors of human Mdm2 E3 ubiquitin ligase; Q00987; cell-based MDM2 ubiquitination luciferase reporter, 2 h; 0 = plate control, 100 = twice control, blank-subtracted; signal enhancement, % at 5 µM; 210,000 tested, 0.11% active; AID 1230;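 active means signal enhancement of 30% or more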;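 further: luminescence tracks abundance of the self-degrading MDM2-luciferase fusion protein; higher signal means inhibition of MDM2 E3 ligase activity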
#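 Timing – 2 h compound exposure at 37 °C · Assay system – mammalian cells stably expressing self-ubiquitinating, self-degrading MDM2 E3–luciferase fusion · Amount – 2000 cells seeded into each well · Measure – % luminescence enhancement versus blank-corrected plate control mean · Measured by – SteadyLite luminescence, 15 min reagent step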
# Wee1 degr inh: inhibitors of human Wee1 degradation; 220,000 tested, 1.2% active; P30291; HeLa Luc-Wee1K328M stability, luciferase luminescence; 100% = proteasome inhibitor MG132 effect; reporter increase, % at 5 µM;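 active means activation above the mean of all tested compounds plus 3 SD, set per screening run, cut at about 8.8% in these data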;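 further: cells exposed to compound for 20 h before luminescence read; 0% = DMSO alone and 100% = MG132 at 30 µM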
# Target sequence (P30291 whole entry K328M): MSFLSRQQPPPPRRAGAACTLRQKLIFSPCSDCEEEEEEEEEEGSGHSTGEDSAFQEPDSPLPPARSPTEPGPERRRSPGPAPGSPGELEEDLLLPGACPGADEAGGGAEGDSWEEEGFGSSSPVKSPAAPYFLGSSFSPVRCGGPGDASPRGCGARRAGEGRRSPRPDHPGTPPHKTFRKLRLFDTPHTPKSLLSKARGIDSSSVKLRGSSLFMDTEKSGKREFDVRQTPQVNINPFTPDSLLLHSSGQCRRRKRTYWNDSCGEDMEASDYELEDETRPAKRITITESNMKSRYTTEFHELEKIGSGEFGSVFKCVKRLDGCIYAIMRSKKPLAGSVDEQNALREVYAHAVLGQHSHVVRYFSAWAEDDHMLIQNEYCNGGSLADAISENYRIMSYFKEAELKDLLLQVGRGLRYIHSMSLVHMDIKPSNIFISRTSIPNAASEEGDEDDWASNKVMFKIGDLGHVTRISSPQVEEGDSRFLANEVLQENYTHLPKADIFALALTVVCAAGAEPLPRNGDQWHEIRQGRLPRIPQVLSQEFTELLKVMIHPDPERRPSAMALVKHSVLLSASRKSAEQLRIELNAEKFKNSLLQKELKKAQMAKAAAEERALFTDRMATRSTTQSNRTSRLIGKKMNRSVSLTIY
# PERK inhibitor: blocks human PERK kinase; Q9NZJ5; CHO PERK-DD fusion, SEAP luminescence translation reporter; inhibition, % at 5.6 µM; 220,000 tested, 0.17% active;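 active means inhibition above the mean inhibition of all tested compounds plus 3 SD, set separately per screening campaign, cut at about 2.9% in these data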;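 further: PERK kinase domain activated by AP20187 dimerizer at 100 nM; 0% = DMSO with dimerizer and 100% = rapamycin at 8.4 µM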
# S1P4 agonist: activates the human S1P4 receptor. S1P4-expressing cell line, agonist reporter assay. activation, % at 4.98 µM. 220,000 tested, 0.35% active; in the data active means activation above about 11%;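 further: 0% = DMSO vehicle and 100% = reference agonist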
# eIF4E-4G inh: blocks eIF4E binding to eIF4G | TR-FRET eIF4E-eIF4GI(517-606) binding, 2 h | inhibition, % at 21.7 µM | 220,000 tested, 0.37% active | AID 782;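 active means inhibition above about 30%, limit read from the data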;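 further: 0% = full FRET control wells and 100% = background wells lacking eIF4GI fragment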
# Ba/F3 V617F tox: loss of viability in JAK2V617F-driven Ba/F3 cells; Ba/F3 EpoR-JAK2V617F viability, ATP luminescence; inhibition, % at 5.6 µM; 220,000 tested, 1.1% active;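 active means inhibition above the campaign mean plus 3 SD over all tested compounds, cut at about 24% in these data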;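 further: cytokine-independent growth of Ba/F3 cells driven by EpoR plus mutant JAK2; 0% = DMSO-treated cells and 100% = JAK inhibitor I control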
# BaF3 tox: counter-screen for JAK2V617F inhibitors: parental Ba/F3 viability inhibitors; CellTiter-Glo ATP luminescence; inhibition, % at 5.6 µM; 220,000 tested, 1.1% active; AID 1486;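 active means inhibition above a per-campaign cutoff, the mean inhibition of all tested compounds plus 3 SD, cut at about 27% in these data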;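 further: 0% = DMSO wells and 100% = JAK Inhibitor I control wells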
# Numbers without * were called inactive; x = no result given; [ ] = remark or other dose. Rows were taken by chance; any-hit rate near 4.1%.
# Order of values: Ba/F3 V617F tox, NPY2 pot ag, BaF3 tox, Wee1 degr inh, eIF4E-4G inh, PERK inhibitor, MDM2 E3 inh, S1P4 agonist, S1P4 antagonist
O=C(Nc1ccccc1N1CCOCC1)c1cccc(F)c1
→ 0.4, -2.4, 4.7, -3.0, 0.0, 0.7, 19.9, -0.9, -3.9
Cn1c(SCC(=O)Nc2cc(Cl)cc(Cl)c2)nnc1-c1ccc2nonc2c1
→ 0.9, -1.5, 2.7, -2.6, 5.5, -1.1, -5.7, -1.3, 17.2
CCN(CC)C(=O)c1ccc(C)c(Br)c1
→ -3.3, 11.9, -1.0, -0.3, 1.9, 2.0, -7.7, -0.4, -2.5
CCOC(=O)c1cc(CC)sc1NC(=O)c1ccc2c(c1)OCCO2
→ 3.2, 0.0, 4.1, -0.9, -2.3, -1.4, -7.0, 0.4, 16.2
CCC(C)Nc1nc(-c2ccc3c(c2)NC(=O)CO3)cs1 (stereo not drawn)
→ 3.2, -10.9, 2.8, 2.8, 10.7, 0.4, x, 0.3, -13.9
COc1ccc(OC)c(S(=O)(=O)N(C)CC(=O)N2CCN(c3ccccc3)CC2)c1
→ -1.9, -11.3, 3.4, 1.6, 0.2, -0.5, 1.9, 0.3, -1.1
Fc1cccc(F)c1-n1c(CN2CCCC2)csc1=S
→ -0.9, 15.8, 7.8, -2.3, 3.6, 0.6, -3.6, 2.0, -6.9
CCN1CCN(CC(=O)Nc2ccccc2)C(=O)C1=O
→ -4.2, 8.6, -2.0, 1.4, -2.7, 1.5, -8.7, -2.6, -13.7
c1ccc2[nH]c(N3CCOCC3)nc2c1
→ 4.8, 10.2, 10.5, 2.1, -0.6[fluorescence artefact?], 0.8, -22.9, -1.8, 0.4
COc1cccc(CNc2ccc3c(c2)CCC3)c1
→ -2.3, -1.5, 6.0, 2.1, -3.6, 0.2, -12.1, -2.3, -6.3
CCCCN(CC)C(=O)Cc1cn(C)c2ccccc12
→ -0.1, -5.4, 1.6, 1.4, -1.6, -0.5, -11.1, -0.9, -18.9
CC(C)C(NS(=O)(=O)c1c(Cl)cccc1Cl)C(=O)OCC(=O)c1c[nH]c2ccccc12 (stereo not drawn)
→ -1.5, 22.5, 0.8, 1.7, 15.3, -1.2, 5.4, -1.4, -54.7
Cc1sc2ncnc(NCC(C)(C)N3CCOCC3)c2c1C
→ 21.1, 12.9, 36.7*, -2.9, -0.7, -2.4, 0.6, 0.8, -17.6
COc1ccc(NS(=O)(=O)c2ccc(NC(C)=O)cc2)cc1OC
→ 16.1, 3.3, 36.4*, -2.7, -1.0, 0.3, -15.8, 0.6, -9.2
N#CCC1c2ccccc2CCN1C(=O)Nc1ccc(Cl)cc1 (stereo not drawn)
→ -3.8, 1.3, 4.1, 0.3, 9.9, 0.3, -15.2, -0.4, -5.1
O=C(Cc1cccs1)Nc1nnc(CCc2ccccc2)s1
→ 0.8, 8.5, 6.1, 0.2, 4.6, 1.3, 6.2, 2.1, 5.2
Nc1n[nH]c(=S)n1-c1ccc(Cl)cc1
→ -7.1, 4.7, 4.3, 0.0, 3.0, 0.8, -19.0, -0.2, -10.1
CC1(C)C[C@@H]2C[C@@](C)(CN2C(=O)c2ccccc2)C1
→ -4.4, -9.5, -0.4, 3.4, 2.9, 0.2, -8.2, -1.9, -9.0
CC(=O)NC1CC(C)(C)N(OC(C)=O)C(C)(C)C1
→ -2.4, -2.2, 3.5, 5.3, 13.2, 0.9, -7.9, -2.0, -13.7
Cc1ccccc1N1C(=O)C(Cc2ccc(F)cc2)S/C1=C(\C#N)C(N)=O (stereo not drawn)
→ -3.4, -16.7, 3.1, 4.3, 4.6, 1.1, -3.8, 0.3, 2.1
COc1ccc(Cn2nnnc2C(c2ccc(N(C)C)cc2)N2CCC(C(N)=O)CC2)cc1 (stereo not drawn)
→ -1.8, 7.4, 1.4, -2.2, 4.7, 0.0, -8.6, 1.7, -2.0
COC(=O)c1cccn(CC(=O)c2ccc(Cl)cc2Cl)c1=O
→ 2.7, -2.4, 4.7, 1.7, -0.9, 0.9, -12.1, 1.8, -3.8
COCCn1c(-c2ccc(Cl)cc2Cl)nc2c(c(=O)c3ccccc3n2C)c1=O
→ -3.8, 5.3, -1.1, -4.1, 2.7[fluorescence artefact?], -0.6, -18.2, 0.7, -10.0
COc1ccc(C2=NN(C(=O)c3ccc(Cl)c([N+](=O)[O-])c3)C(c3ccccc3)C2)cc1 (stereo not drawn)
→ 4.1, -19.7, 9.9, 2.8, 3.8, 0.0, -1.6, 1.7, -7.8
Cc1ccc(Cn2nc(C)c(NC(=O)c3cc(-c4ccco4)on3)c2C)cc1
→ -1.4, -18.6, 5.8, 1.0, 8.8, -1.2, 18.2, -2.6, 3.3
Cc1cc(=O)[nH]c(SCC(=O)N(CCC#N)c2ccccc2)c1C#N
→ -1.3, -6.0, -0.6, -0.3, -4.8, 2.1, -2.9, 1.3, -10.1
NS(=O)(=O)c1ccc(NC(=O)COC(=O)CCc2c[nH]c3ccccc23)cc1
→ -1.1, -7.7, 3.3, 0.1, 3.6, 1.2, 0.0, 3.2, 5.6
Cc1c(Cl)cccc1NC(=S)Nc1ccc2[nH]c(=O)[nH]c2c1
→ -0.9, -17.6, -2.3, -2.5, -0.6, 0.9, x, -1.1, -3.0
O=C(CCC1CCCN(C(=O)c2ccc3c(c2)OCO3)C1)NCc1ccc(F)c(F)c1 (stereo not drawn)
→ 1.2, -7.2, 6.1, -2.7, -2.2, -0.4, -5.9, 2.3, -13.7
COC(=O)CSc1nnc(-c2ccc(S(=O)(=O)NCc3ccccc3Cl)cc2)o1
→ 1.7, 80.8*, 6.4, -0.6, -3.9, 0.6, -13.4, -1.9, -7.8
O=C(CN1CC(=O)Oc2ccccc21)OCC(=O)c1ccc(F)cc1
→ -3.4, 2.9, 2.0, 0.3, -3.4, 1.3, -25.9, -3.3, -3.4
Cc1nn(Cc2ccc(F)cc2)c(Cl)c1/C=N/NC(=O)c1cccnc1
→ -1.7, -5.7, 7.2, -1.2, -2.8[fluorescence artefact?], -1.0, -6.9, -0.6, -2.4
CNC(=S)Nc1sc2c(c1C(=O)OC)CCC2
→ -0.5, -5.1, 4.6, -2.2, 2.6, 0.5, -31.4, 2.2, 7.7
c1ccc(-c2cc(CSc3nc4ccccc4[nH]3)on2)cc1
→ 0.8, -20.1, 6.7, 3.5, x, -1.3, -17.5, 1.4, -12.4
Cc1cccc(N(CC(=O)N=Nc2c(O)[nH]c3ccccc23)S(C)(=O)=O)c1C
→ -1.9, 23.9, 3.6, 1.6, -1.9, -0.7, -15.5, -3.5, -5.6
O=C(Cn1cnc2ccccc2c1=O)NCCC(=O)N1CCN(c2ccccc2)CC1
→ 3.5, 1.9, 5.8, -2.3, -1.4, -0.2, 3.4, 3.0, -10.9
CCOC(=O)CSc1nc2c(sc(=S)n2Cc2ccco2)c(=O)n1-c1ccc(F)cc1
→ -0.6, -14.0, 4.2, -0.5, 3.3, -0.2, -7.7, 0.7, 2.6
O=C(NC1CCCCC1)c1cccc(S(=O)(=O)N2CCOCC2)c1
→ -3.1, -7.0, -0.6, 3.2, -8.2, -0.5, -7.1, 0.5, 1.6
O=C(Cn1nc(C(F)(F)F)c2c1CCCC2)N1CCOCC1
→ 1.5, -9.9, -0.5, -1.6, 1.0, -0.4, -11.8, -0.1, -0.6
COc1ccc(OC)c(S(=O)(=O)NCc2cn3ccsc3n2)c1
→ -4.2, 0.5, 2.3, -0.4, 4.4, 0.8, -2.7, 0.6, 7.4
Cn1c(SCc2cccc(Br)c2)nnc1-c1ccccn1
→ 1.8, -7.1, -2.2, -4.8, -0.7, 0.0, -4.3, 2.4, -8.9
CCOC(=O)c1ccc2nc(Nc3nc4ccc(F)cc4s3)sc2c1
→ -1.8, 0.2, 5.2, 0.6, -9.6[fluorescence artefact?], 0.4, -8.6, 0.4, -19.3
CCc1nn(CC(=O)NCCCN2CCCC2=O)c(=O)c2cc3sccc3n12
→ -4.2, 7.0, -4.8, -0.3, 4.1[fluorescence artefact?], 1.7, -12.9, -1.2, -1.1
Cc1ccc2cc(C#N)c(N3CCCN(C(=O)C4CCCO4)CC3)nc2c1 (stereo not drawn)
→ -2.2, -1.9, 3.1, -4.0, x, -0.6, -19.3, 0.5, -11.2
Cc1ccc(NC(=O)c2ccc(Cl)cc2[N+](=O)[O-])nc1
→ 74.4*, -3.8, 63.9*, 6.1, -3.0, -0.9, -9.5, 0.4, -14.6
COc1ccc(C(=O)N(c2ccccc2)C2C=CS(=O)(=O)C2)cc1 (stereo not drawn)
→ 1.6, 8.1, 0.1, 4.1, -0.8, 0.0, -13.5, 0.7, -22.6
COC(=O)C1CCN(C(=O)c2ccc(SC)cc2OC)CC1
→ 0.2, -0.2, 3.8, -2.0, -6.6[fluorescence artefact?], 1.0, -12.4, 1.3, 5.1
O=C(OCc1nc2ccccc2s1)c1ccc(Br)o1
→ 1.2, -8.0, 1.0, -3.0, 1.5, 0.8, -10.8, -1.0, 9.9
O=C(NCCCn1ccnc1)c1sc2cccc(F)c2c1Cl
→ 0.3, -0.4, 4.5, 0.0, -4.5, 0.6, -11.3, 0.8, 14.4
CCN1CCN(Cc2ccc(OCc3ccccc3)c(OC)c2)CC1
→ 2.0, -2.9, 2.3, -1.3, -3.5[fluorescence artefact?], 0.1, -1.4, -0.7, 9.7
Cc1cccc2[nH]c(CN(C)Cc3nc(CC4CC4)no3)nc12
→ 0.8, -1.8, 9.0, 8.7, 1.4, -0.8, -7.4, 0.8, -13.7
COc1ccc(/C=N/NC(=O)c2ccccc2)cc1CN1CCN(c2ccc(F)cc2)CC1
→ -5.5, -6.9, -1.1, -0.8, -9.1, -0.7, -8.7, 0.4, 5.5
CCCn1c(SCC(=O)c2cc(OC)ccc2OC)nc2c1c(=O)n(C)c(=O)n2C
→ -2.3, -6.1, 1.9, 0.9, x, 0.3, x, 0.6, -5.1
Cc1ccc(S(=O)(=O)NCCNC(=O)CN2CCCC2)cc1
→ -3.8, -5.1, 1.4, 0.7, -1.7[fluorescence artefact?], 0.9, -12.9, 2.1, -11.2
CC1(C2CC(C(F)(F)F)n3nc(C(=O)O)cc3N2)CC1 (stereo not drawn)
→ -3.2, -9.9, 2.4, -2.7, -1.4, 1.9, -0.5, -0.3, 1.0
Cc1cc(C)n(CC(=O)c2cccc([N+](=O)[O-])c2)n1
→ 0.5, 2.8, -0.3, -1.1, -2.6, 0.0, -11.7, 0.8, 1.1
CCCCn1c(=O)n(CC(=O)Nc2ccc(C)c(Cl)c2)c(=O)c2c1ncn2Cc1ccco1
→ -1.5, 14.2, -0.2, -0.3, -8.9, 0.3, -1.2, 0.8, -0.5
CN(C)/C=C(\C#N)C(=O)c1cccc(Oc2ccc(Br)cc2)c1
→ -4.4, -22.7, -0.2, -1.8, 1.2, 1.6, -7.9, 0.4, -16.0
Cc1ccccc1OCCCCCn1ccnc1
→ 1.9, 16.1, 3.2, -3.5, -0.1, 0.9, -9.1, 0.4, 12.9
Cc1c([N+](=O)[O-])c([N+](=O)[O-])nn1CC(=O)NCCc1ccccc1
→ 0.4, -2.8, 0.5, 0.5, 0.3, -0.1, -12.1, 0.6, -13.4
Cc1ccccc1CN1CCN(S(=O)(=O)c2ccc(F)cc2)CC1
→ -3.1, 1.2, 2.8, -1.0, -1.6, -0.1, -1.4, 1.7, 2.8
